CHO parental Ca – ATP-evoked calcium signal inhibitors, parental CHO, primary screen, counter-screen for OX1R antagonist project, cell-based, fluorescence, Fluo-8 calcium dye; inhibition, % at 5.6 µM; 0.63% of 330,000 active; parental CHO-K1, ATP-induced calcium, Fluo-8 fluorescence;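 active = inhibition above that plate's mean sample inhibition plus 3 SD, cut at about 26% in these data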;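 also: 0% = ATP-challenged DMSO wells and 100% = DMSO wells without ATP; some compounds past the cut are filed as inactive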
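Measured by: calcium-sensitive Fluo-8 fluorescence / Test system: CHO parental line / Controls: ATP-challenged DMSO wells low, unchallenged DMSO wells high / Measure: % inhibition / Compound: single nominal dose of 5.6 µM per compound / Replicates: single well per compound, no replicates / Reagent: ATP as calcium-mobilizing challenge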
CHO-K1 Ca ag – counter-screen for M1 agonists: effect in parental CHO-K1 cells; 0.48% of 360,000 active; activation, % at 3 µM; Fluo-8 calcium fluorescence; scaled to maximal ATP response, vehicle zero; in the data active = activation above about 15%;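 also: untransfected CHO-K1 host cells lacking M1 receptor as counterscreen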
OXTR potentiate – human OXTR potentiators, primary screen, fluorescence, CHO-OTR cells, Fluo-8 calcium; Fluo-8 calcium fluorescence, potentiator mode; 0% = oxytocin EC15, 100% = EC100; activation, % at 3 µM; 0.061% of 320,000 active;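 active = activation above that plate's cutoff, the mean activation of tested compounds plus 3 SD, cut at about 6.6% in these data, passing the limit was not always enough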;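 also: 100% uses oxytocin at 75 nM as the full agonist control; some results filed as inactive read as strong as hits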
Target sequence (P30559 whole entry, looked up): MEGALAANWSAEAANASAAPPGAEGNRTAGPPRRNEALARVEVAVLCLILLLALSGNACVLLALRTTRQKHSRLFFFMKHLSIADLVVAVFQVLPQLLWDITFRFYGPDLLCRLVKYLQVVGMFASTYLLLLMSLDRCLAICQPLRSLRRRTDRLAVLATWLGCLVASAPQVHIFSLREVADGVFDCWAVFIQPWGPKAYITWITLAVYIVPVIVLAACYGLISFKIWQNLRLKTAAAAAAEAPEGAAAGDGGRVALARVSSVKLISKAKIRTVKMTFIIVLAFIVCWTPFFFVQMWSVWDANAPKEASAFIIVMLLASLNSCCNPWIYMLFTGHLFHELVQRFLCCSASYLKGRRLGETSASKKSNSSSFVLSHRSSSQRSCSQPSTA
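Assay system: CHO cell line stably expressing human OTR | Also added: Oxytocin at about EC15, sub-maximal agonist stimulus | Times: Compound 6 min at room temperature before oxytocin, 100 s read | Measured by: Fluo-8 intracellular calcium fluorescence, ex 470-495, em 515-575 nm | Controls: EC15 oxytocin alone as 0%, 75 nM oxytocin as 100%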
TAAR1 antag – human TAAR1 antagonists, primary screen, Fluo-8 calcium fluorescence, CHO RD-HGA16 cells | Trace amine-associated receptor 1 (Homo sapiens), Q96RJ0 | antagonist | inhibition, % at 3 µM | 1.5% of 360,000 active | AID 624466, 2012;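 active = inhibition above a per-plate cutoff, the mean inhibition of test compounds on that plate plus 3 SD, cut at about 49% in these data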;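 also: 0% = DMSO plus EC80 beta-PEA response and 100% = DMSO alone without agonist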
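Assay system: RD-HGA16 CHO cells with stable hTAAR1 and Gα16 / Reagent: EC80 β-phenethylamine stimulus / Doses: 3 µM, single point / Timing: dye loading 75 min at 37 °C, then 30 min room temperature / Measured by: Fluo-8 intracellular calcium dye fluorescence, real-time kinetic reads / Controls: vehicle wells and EC80 agonist wells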
CHRM1 agonist – human M1 muscarinic receptor agonists, primary screen, Fluo-8 calcium fluorescence, CHO-K1 cells, HTS | 0.33% of 360,000 active | Muscarinic acetylcholine receptor M1 (Homo sapiens), P11229 | CHO-K1 hM1, agonist mode; 0% DMSO, 100% acetylcholine EC100 | activation, % at 3 µM | AID 588814, 2011;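 active = activation above the run's mean compound activation plus 3 SD, cut at about 16% in these data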;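 also: peak over basal fluorescence ratio within a 140 s kinetic read after compound addition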
Target sequence (P11229 whole entry, looked up): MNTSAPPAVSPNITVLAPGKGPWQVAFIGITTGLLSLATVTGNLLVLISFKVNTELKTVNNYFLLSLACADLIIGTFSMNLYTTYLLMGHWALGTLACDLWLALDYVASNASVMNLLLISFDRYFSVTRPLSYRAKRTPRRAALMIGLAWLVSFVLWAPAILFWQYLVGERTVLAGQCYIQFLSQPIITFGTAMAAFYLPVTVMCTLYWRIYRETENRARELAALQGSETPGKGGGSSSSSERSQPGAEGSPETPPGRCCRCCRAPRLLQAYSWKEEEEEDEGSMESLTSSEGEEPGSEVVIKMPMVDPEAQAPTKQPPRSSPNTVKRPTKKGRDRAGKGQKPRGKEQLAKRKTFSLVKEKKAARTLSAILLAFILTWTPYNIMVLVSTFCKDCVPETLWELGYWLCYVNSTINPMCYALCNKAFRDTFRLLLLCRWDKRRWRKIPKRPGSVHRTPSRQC
CHRM1 antagonist – human M1 muscarinic receptor antagonists, primary screen, CHO-K1 cells, Fluo-8 calcium fluorescence, 1536-well; Muscarinic acetylcholine receptor M1 (Homo sapiens), P11229; CHO-K1 hM1, ACh EC80 antagonist; inhibition, % at 3 µM; 1.3% of 360,000 active; AID 588852, 2011;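 active = percent inhibition above its own plate's cutoff, namely the mean of that plate's compound wells plus 3 SD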;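 also: peak over basal fluorescence ratio during 140 s after agonist addition; 0% = ACh EC80 plus DMSO and 100% = DMSO alone without agonist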
CHO-K1 Ca PAM – nonselective calcium activators in parental CHO-K1 cells, primary screen, counter-screen for M1 PAM project, cell-based, Fluo-8 calcium fluorescence, full deck, 1536-well. ATP EC20; 0% at ATP EC20, 100% at ATP max. activation, % at 3 µM. 0.02% of 360,000 active;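 active = activation above the run cutoff, the mean activation of all test compounds plus 3 SD, cut at about 40% in these data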;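 also: peak over basal fluorescence ratio in a 140 s read after ATP addition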
CHO-K1 Ca antag – counter-screen for M1 antagonists: effect in parental CHO-K1 cells; ATP-induced calcium, Fluo-8 fluorescence; inhibition, % at 3 µM; 0.6% of 360,000 active;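 active = inhibition above a per-plate cutoff, the plate's mean sample inhibition plus 3 SD, cut at about 24% in these data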;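 also: 0% = DMSO plus EC80 ATP and 100% = DMSO alone without ATP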
TAAR1 agonist – human TAAR1 agonists, primary screen, Fluo-8 calcium fluorescence, CHO RD-HGA16 cells; Trace amine-associated receptor 1 (Homo sapiens), Q96RJ0; vehicle wells 0%, saturating PEA agonist 100%; activation, % at 3 µM; 0.99% of 360,000 active;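 active = activation above the mean activation of all test compounds in the run plus 3 SD, cut at about 38% in these data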
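System: CHO-derived RD-HGA16 cells with stable Gα16 and human TAAR1 / Times: 17-24 h plating, Fluo-8 75 min 37 °C, 30 min RT / Technique: calcium-sensitive Fluo-8 signal, excitation 470-495, emission 515-575 nm / Measure: % activation relative to PEA EC100 response / Benchmarks: DMSO and PEA EC100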
* = called active by the depositor; . = no result given.

SMILES	CHO parental Ca	CHO-K1 Ca ag	OXTR potentiate	TAAR1 antag	CHRM1 agonist	CHRM1 antagonist	CHO-K1 Ca PAM	CHO-K1 Ca antag	TAAR1 agonist
Cc1ccc(S(=O)(=O)NCCn2nc(C)cc2C)cc1	0	1.1	-3	-12	-6	-9	30	-20	0
COCCNC(=S)N1CCN(c2cccc(C)c2C)CC1	3	3.2	-6	4	-3	11	-7	2	1
COc1ccc(O)c(/C=N/Nc2nc(C)cc(-c3ccccc3)n2)c1	-1	0.3	-11	3	-7	0	3	-9	0
O=S1(=O)N[C@@H](CC2CCCCC2)COc2cc(Br)ccc21	13	-0.3	.	-8	-10	4	-8	3	2
COc1ccccc1NC(=O)c1c(Br)cnn1C	1	-0.1	7	-38	-7	2	14	2	-1
CC(=O)c1ccc2noc(-c3ccc(Cl)cc3)c2c1	-16	0.1	-12	-1	-8	6	-1	1	5
COc1cccc(N2C(=O)C(c3ccccc3)=C(c3nc4ccccc4s3)C2NC(C)=O)c1 (stereo not given)	-13	1.0	-12	0	-5	-14	22	-1	7
CSc1ccccc1C(=O)NCCSc1ccc(C)cc1	-14	0.1	-1	-14	-2	-7	-6	6	1
COc1ccc(/C=C(\C#N)C(=O)OCC(=O)N2CC(C)OC(C)C2)cc1 (stereo not given)	-9	-0.5	-4	7	1	-8	3	-16	1
Cc1cc(C)cc(NC(=O)CCCSc2nc3ccccc3[nH]2)c1	-17	7.1	-6	-9	-6	-4	21	-2	3
CCN(CC)c1ccc2c(Nc3ccccc3)c(C=O)c(=O)oc2c1	-15	-0.1	-8	12	-2	-7	29	-20	3
COCCC1CCCCN1C(=O)c1ccc2nc(Cc3ccccc3F)oc2c1 (stereo not given)	-18	1.8	-6	-15	-3	-11	23	-8	1
Cn1c(=O)c2c(SCC(=O)NCc3ccco3)nc(-c3ccccc3Cl)nc2n(C)c1=O	-21	13	0	-19	-5	0	-10	10	-2
Cc1ccc(S(=O)(=O)Oc2cccc(/C=N/Nc3ccc(C(=O)O)cc3)c2)cc1	6	-0.3	-7	-22	-4	-18	8	-11	-3
Cc1cc(=O)oc2cc(OCC(=O)Nc3cccnc3)ccc12	-2	1.0	-10	-17	2	-7	-4	-4	3
COc1ccc(NC(=O)N(C)C[C@@H]2OCc3cn(nn3)CCCC(=O)N([C@H](C)CO)C[C@H]2C)c(OC)c1	.	0.8	.	-10	-4	8	6	-1	8
COc1ccc(NC(=O)Cn2nnc(C(=O)Nc3ccccc3C)c2N)cc1	-12	0.1	-2	10	-2	3	7	11	8
O=S1(=O)N=C(N/N=C/C=C/c2ccccc2)c2ccccc21	0	0.9	-8	-17	-2	-7	3	-1	4
O=C(CNC(=S)NC(=O)c1ccc(F)cc1)c1ccccc1	-13	0.4	-6	8	-4	1	20	-3	1
COc1cccc(OCCSc2nnc3sc4ccccc4n23)c1	-28	0.0	-13	6	-2	-1	-6	19	-5
Cc1c(C)c2cc(Cl)c(OCC(=O)NCCCn3ccnc3)cc2oc1=O	-16	0.1	-6	-36	-5	-8	-3	-11	0
CCCNC(=O)C1(C)CCCN(C(=O)c2ccccc2OC)C1 (stereo not given)	.	-0.3	.	-10	0	-11	3	-2	1
COc1ccc(N(Cc2cc3cccc(C)c3[nH]c2=O)S(=O)(=O)c2ccc(OC)cc2)cc1	-26	1.4	-9	-25	-2	-1	5	-4	2
CC(C)(O)C(=O)N/N=C\c1ccc(OC/C=C/c2ccccc2)cc1	.	12	.	48	4	9	1	-1	19
Cc1cc(C)cc(NC(=S)NC2CC3CCCC(C2)N3C2CC2)c1 (stereo not given)	-8	0.0	2	-1	-6	-12	11	-15	1
COc1ccc([C@H]2C[C@H](n3cc(-c4ccc(F)cc4)nn3)[C@@H](O)CN2C(=O)C2CCCCC2)cc1	.	1.3	.	8	-3	2	9	0	0
Cc1ccc(C(=O)NCC(=O)OC(C)C(=O)Nc2ccc(N3CCOCC3)cc2)s1 (stereo not given)	0	0.9	-1	-21	-1	-13	9	-11	1
CCN1C(=O)c2cccc3c(S(=O)(=O)N4CCC(C)CC4)ccc1c23	-17	-0.2	-3	-10	-1	-3	13	0	3
Cn1c(CSCC(=O)Nc2ccccc2)nnc1SCc1ccccc1	-24	0.4	-2	-9	-3	10	-18	2	1
Cc1c(C(=O)OCc2ccccc2)nnn1-c1nonc1N	4	-0.2	-16	-7	-3	-8	-7	16	4
CCCN1C(=O)c2ccc(C(=O)Nc3ccccc3C(=O)O)cc2C1=O	3	-0.6	-6	-22	0	-11	2	-15	0
FC(F)(F)c1cc(-c2ccc(Cl)cc2)nc(NCc2cccnc2)n1	-17	-0.3	0	7	-2	-2	-6	-15	7
CCC1CN(C(=O)N2CCC(C(=O)NCc3ccccc3OC)CC2)c2cc(C)ccc2O1 (stereo not given)	-15	9.9	-9	54*	1	12	9	-8	13
COc1ccc(C2CC(c3ccccc3)=NN2C(=O)COC(=O)c2nc3nccc(C)n3n2)cc1 (stereo not given)	4	1.8	-25	12	-3	-6	25	-20	2
CCCc1cc(=O)oc2cc(C)c3c(C)coc3c12	-20	0.5	0	-9	-6	-16	15	-17	3
O=C(/C=C/[C@H]1O[C@@H](n2cnc3c(NC(=O)c4ccccc4)ncnc32)[C@H](O)[C@@H]1O)NCCc1c[nH]c2ccccc12	.	0.2	.	-3	-2	-23	7	-9	1
Cc1cc(NC(=O)C(=O)NCc2cccc(Cl)c2)no1	19	0.9	-7	-36	-3	-6	-24	6	4
CCOc1cc(NC(=O)c2ccco2)c(OCC)cc1NC(=O)Cc1cccc(OC)c1	-28	-0.3	-1	5	1	-32	-3	-12	0
COc1cccc(N2CCN(C(=S)Nc3ccc(F)cc3)CC2)c1	1	2.5	-5	-8	0	-9	19	-6	14
CC(=O)Nc1cccc2c1Cc1cc([N+](=O)[O-])ccc1-2	.	0.3	.	-7	-1	-17	19	-14	0
Cc1cc(C(=O)OC(C)C(=O)N2CCc3ccccc32)ccc1[N+](=O)[O-] (stereo not given)	-8	1.6	-3	-5	-5	1	-9	-7	-1
C=CCn1c(COc2ccc(F)cc2)nnc1SCC(=O)NC(=O)NCc1ccco1	-12	6.1	-10	-5	2	-27	13	-12	4
Cc1ccc(-n2nnnc2-c2cccs2)cc1[N+](=O)[O-]	-1	0.5	-3	-4	-7	21	6	-10	2
Cc1ccc(CN2CC(C(=O)NC(c3nc4ccccc4[nH]3)C(C)C)CC2=O)cc1 (stereo not given)	-21	-0.3	-6	0	-4	-6	14	-15	3
CCOc1ccc(-n2c([S-])c(C(=O)Nc3ccc(S(=O)(=O)N4CCOCC4)cc3)[n+]3cc(C(N)=O)ccc23)cc1	-11	-0.2	-3	-22	-4	-23	-19	2	0
CCOc1ccc(S(=O)(=O)N2CCOCC2)cc1NC(=O)C1=COCCO1	-17	0.6	7	-12	-2	-5	0	-4	0
CCOC(=O)c1c(-c2ccc3ccccc3c2)csc1NC(=O)CCCC(=O)O	.	1.1	.	20	-3	-5	19	-13	1
CCOC(=O)N1CCC2(CC1)C(C#N)=C(N)Oc1n[nH]c(CSc3ccc(C)cc3)c12	5	-0.1	-11	41	-2	-17	9	-3	18
COC(=O)c1sccc1NC(=O)c1ccncc1	-9	0.3	-7	11	0	-2	12	-8	4
COc1ccc(NC(=O)Nc2ccc(F)c(Cl)c2)cc1	8	14	-18	29	-2	10	2	18	12
Cc1cc(Nc2ccccc2)nn1C(=O)c1ccccc1	-14	1.6	-9	12	-8	7	19	-14	-2
N#CC(Cc1ccccc1OC(F)F)c1nc2ccccc2[nH]1 (stereo not given)	-8	3.1	-8	1	-5	2	19	-10	4
CSc1nc(N)nc2c1ncn2CC(=O)N[C@H](CO)Cc1c[nH]c2ccccc12	-6	0.4	3	-8	-3	-14	0	-4	2
C/C(=N\Nc1ccccc1C(=O)O)c1ccncc1	6	0.0	-2	-10	1	5	15	-3	4
CCOC(=O)C1(CCOc2ccccc2)CCN(CC2CC2)CC1	6	0.9	-2	-8	-10	13	-8	-4	1
CCc1ccc(/C(C)=N/NC(=O)c2ccc(-n3cnnn3)cc2)cc1	-4	0.7	-3	-12	-3	-5	9	-12	1
O=C(Nc1ccc(Cl)cc1)C1C2C=CC3(O2)C1C(=O)N(CCN1CCCCC1)C3C(=O)NC1CCCCC1 (stereo not given)	-11	0.5	-9	3	-9	-6	18	-15	-4
Cc1cc(C(=O)Nc2ccc(C)c(S(=O)(=O)N3CCOCC3)c2)c(C)o1	-19	0.9	-3	2	-3	-4	16	-6	-1
Cc1ccc(S(=O)(=O)N2CCN(C(=O)c3c(C)nn(-c4ccccc4)c3Cl)CC2)cc1	-14	-0.1	-6	36	-3	-18	-10	-3	6
COc1ccc(Nc2nc(N3CCCCC3)nc3ccccc23)c(OC)c1	-13	0.9	-11	-6	-5	3	12	-6	8

Quoted at random: 2 records from the list
SMILES	CHO parental Ca	CHO-K1 Ca ag	OXTR potentiate	TAAR1 antag	CHRM1 agonist	CHRM1 antagonist	CHO-K1 Ca PAM	CHO-K1 Ca antag	TAAR1 agonist
Cc1cc(Nc2ccccc2)nn1C(=O)c1ccccc1	-14	1.6	-9	12	-8	7	19	-14	-2
COc1ccc(N(Cc2cc3cccc(C)c3[nH]c2=O)S(=O)(=O)c2ccc(OC)cc2)cc1	-26	1.4	-9	-25	-2	-1	5	-4	2

Additional compounds follow:
SMILES	CHO parental Ca	CHO-K1 Ca ag	OXTR potentiate	TAAR1 antag	CHRM1 agonist	CHRM1 antagonist	CHO-K1 Ca PAM	CHO-K1 Ca antag	TAAR1 agonist
CC(C)CNC(=O)C(=O)NCC(c1ccc2c(c1)OCO2)N1CCOCC1 (stereo not given)	-18	1.1	-10	-18	1	-5	8	-17	3
O=C(CSc1ncnc2sccc12)N1CCN(C(=O)c2cccs2)CC1	-15	2.5	-6	-16	-6	5	5	-13	3
Cc1cc(C)nc(SCC(=O)N/N=C\c2sccc2C)n1	-2	0.6	0	23	-1	10	0	-8	2
COc1ccccc1N(Cc1ccccc1)S(=O)(=O)c1cccc(C(=O)NCC2CCCO2)c1 (stereo not given)	-10	0.8	-10	8	-5	3	9	-7	1

Compound activity deposited in PubChem BioAssay by The Scripps Research Institute Molecular Screening Center.
